TrxR1 substrate – substrates of rat thioredoxin reductase 1. purified TrxR1 substrate turnover, NADPH consumption readout. Potency, µM (top dose mostly 114 µM), without a hit: at the highest dose activity change, negative = substrate turnover. 390,000 tested, 0.01% active; note: potency is the fitted concentration of half-maximal effect; % is set by controls: 0 for no effect and ±100 for the full control effect; nearly all actives have a fitted effect of over 50% in size
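Rat TrxR1, dispensed at 90 nM, was prereduced with 400 uM NADPH (final) for 5 min at ~22 deg C, then incubated with compound 15 min before 400 uM selenite. A first-read NADPH fluorescence drop versus no-compound background flagged substrates.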
IDH1 R132H inh – blocks human mutant IDH1 R132H enzyme | IDH1-R132H enzyme, NADPH consumption, diaphorase/resazurin fluorescence | Potency, µM (highest dose often 76.6 µM), inactives show at the top dose activity change, negative = inhibition, actives largely listed as inhibitors | 390,000 tested, 0.093% active; note: potency is the fitted concentration of half-maximal effect; % is set by controls: 0 for no effect and ±100 for the full control effect; nearly all actives have a fitted effect of over 65% in size
Target sequence (O75874 whole entry R132H, stated change not applied): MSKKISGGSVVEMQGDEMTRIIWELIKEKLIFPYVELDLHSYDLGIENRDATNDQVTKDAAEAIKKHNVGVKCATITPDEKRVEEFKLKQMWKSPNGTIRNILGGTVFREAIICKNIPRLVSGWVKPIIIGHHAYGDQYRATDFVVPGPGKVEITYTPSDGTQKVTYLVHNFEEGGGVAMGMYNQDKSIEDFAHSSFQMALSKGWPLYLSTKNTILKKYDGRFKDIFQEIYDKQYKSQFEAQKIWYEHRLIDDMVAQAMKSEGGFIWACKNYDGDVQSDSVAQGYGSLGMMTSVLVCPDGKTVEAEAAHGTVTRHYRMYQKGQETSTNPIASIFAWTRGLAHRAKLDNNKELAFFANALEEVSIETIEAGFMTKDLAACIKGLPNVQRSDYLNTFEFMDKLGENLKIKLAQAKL
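IDH1-R132H (0.5 ug/mL dispensed) in pH 7.5 Tris buffer was preincubated 30 min with compound, then given a substrate mix of 0.016 mM NADPH and 2 mM alpha-KG for 80 min at room temperature; remaining NADPH was read by diaphorase/resazurin fluorescence.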
TrxR1 inh – inhibitors of rat thioredoxin reductase 1; O89049; recombinant rTrxR1, NADPH fluorescence consumption, selenite substrate; Potency, µM (highest dose often 114 µM), without a hit: top-dose activity change, negative = inhibition, most hits filed as inhibitors; 390,000 tested, 1% active; AID 588453; note: potency is the fitted concentration of half-maximal effect; % is set by controls: 0 for no effect and ±100 for the full control effect; nearly all actives have a fitted effect of over 65% in size
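Rat TrxR1 (90 nM in the dispensed reagent) was pre-reduced with 400 uM NADPH for 5 min at room temperature, then incubated with compound for 15 min. After 400 uM selenite was added, NADPH fluorescence (Ex 340/Em 450 nm) was followed for 8 min.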
Vif-A3F inh – blocks the Vif interaction with APOBEC3F | HeLa A3F-eYFP + Vif (tagged APOBEC3F with the HIV-1 protein that degrades it), YFP fluorescence increase | Potency, µM (series often up to 46.1 µM), for the others: top-dose activity, negative = active | 390,000 tested, 0.2% active | AID 602313; note: potency is the fitted concentration of half-maximal effect; % of control where 0% means no effect; nearly all actives have a fitted effect of over 65% in size
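HeLa cells stably expressing A3F-eYFP plus Vif, plated and incubated overnight at 37 deg C, then exposed to compounds overnight at 37 deg C. Blocked degradation read as raised yellow fluorescence (Ex 488/Em 500-530).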
LDHA inh – LDHA (human) enzyme inhibition; purified LDHA, NADH/diaphorase-resazurin fluorescence; stronger effect = lower value; 480,000 tested, 0.15% active; P00338; activity change, % (values are at about 110 or 230 µM); AID 1347041; in the data active = activity change below about -30%; inconclusive = mostly about -25% to -30%;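 note: plate controls were DMSO wells for no effect and wells without enzyme for full effect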
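Human LDH5 (2 nM) was incubated with 0.06 mM NADH and 0.2 mM pyruvate for 5 min at room temperature in Tris pH 7.4. Remaining NADH was coupled through diaphorase/resazurin, and resorufin fluorescence was read at 0 and 20 min.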
GRP78 ERSR act – induces the endoplasmic reticulum stress response in human glioma cells | U87-MG GRP78 promoter luciferase reporter, 16 h | Potency, µM, for inactives: at the top dose activation, usual class: activators | 420,000 tested, 0.02% active | AID 602332; note: potency is the fitted concentration of half-maximal effect; series mostly up to about 76 µM; % of control where 0% means no effect; nearly all actives have a fitted effect of over 35% in size
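Stably transfected U87-MG human glioma cells carrying a GRP78-based luminescent sensor were seeded at 1000 cells/well, pin-dosed with compounds and incubated 16 h. Luciferase reagent was then added, and end-point luminescence was read after 10 min at room temperature.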
USP1 inh – blocks the human USP1/UAF1 deubiquitinase complex; O94782; recombinant USP1/UAF1, Ub-Rhodamine cleavage fluorescence; Potency, µM (doses to about 57.1 µM), for the others: at the highest dose activity change, negative = inhibition, hits mostly inhibitors; 390,000 tested, 0.23% active; note: potency is the fitted concentration of half-maximal effect; % is set by controls: 0 for no effect and ±100 for the full control effect; nearly all actives have a fitted effect of over 60% in size; inactives centre near -12
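Step one: compound is pinned into 1nM USP1/UAF1 in HEPES pH 7.8 buffer with TCEP. Step two: 15 min room-temperature incubation. Step three: Ub-Rho (150nM final) starts cleavage, tracked by fluorescence over six one-minute reads.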
RGS4 inh – inhibitors of human regulator of G protein signaling 4. Potency, µM (highest dose often 114 µM), inactives show top-dose activity change, negative = inhibition, hits mostly inhibitors. 390,000 tested, 0.039% active. P49798. Transcreener GDP fluorescence polarization, RGS4-accelerated GTP hydrolysis; note: potency is the fitted concentration of half-maximal effect; % is set by controls: 0 for no effect and ±100 for the full control effect; nearly all actives have a fitted effect of over 75% in size; some results filed as inactive show a strong effect at the top dose
Target sequence (P49798 whole entry, looked up): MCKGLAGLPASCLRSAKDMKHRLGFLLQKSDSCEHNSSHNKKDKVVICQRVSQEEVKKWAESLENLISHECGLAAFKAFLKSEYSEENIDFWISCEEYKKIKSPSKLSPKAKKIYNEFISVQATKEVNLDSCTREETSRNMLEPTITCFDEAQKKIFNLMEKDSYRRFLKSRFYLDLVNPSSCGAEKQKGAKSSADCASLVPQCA
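MLSMR compounds (23 nl, pin-transferred) preincubated 10 min at room temperature with a 500nM (2x) first reagent, then RGS4 at 900nM (2x) plus Transcreener GDP mix added; fluorescence polarization (620/688 nm) read before and after 90 min at 30 °C.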
Vif-APOBEC3G blk – inhibitors of Vif-APOBEC3G interaction. Q9HC16. HeLa A3G-eYFP + Vif (tagged APOBEC3G with the HIV-1 protein that degrades it), YFP fluorescence, overnight. Potency, µM (top dose mostly 46.1 µM), without a hit: top-dose activity, negative = active, actives largely listed as inhibitors. 410,000 tested, 0.076% active. AID 602310;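 note: potency is the fitted concentration of half-maximal effect; % is set by controls: 0 for no effect and ±100 for the full control effect; nearly all actives have a fitted effect of over 60% in size; hits raise eYFP signal because A3G escapes Vif-driven loss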
Target sequence (Q9HC16 whole entry, looked up): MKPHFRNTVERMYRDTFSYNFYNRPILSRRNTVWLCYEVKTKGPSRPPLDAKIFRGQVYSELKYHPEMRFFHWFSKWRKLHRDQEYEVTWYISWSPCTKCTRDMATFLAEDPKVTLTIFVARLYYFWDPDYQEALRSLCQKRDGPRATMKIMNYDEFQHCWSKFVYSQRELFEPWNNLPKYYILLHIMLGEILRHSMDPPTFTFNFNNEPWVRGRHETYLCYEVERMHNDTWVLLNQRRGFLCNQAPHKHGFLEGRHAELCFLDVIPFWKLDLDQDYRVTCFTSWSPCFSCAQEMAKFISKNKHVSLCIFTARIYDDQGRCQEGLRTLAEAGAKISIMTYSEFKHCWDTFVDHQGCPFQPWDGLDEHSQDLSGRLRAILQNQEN
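HeLa cells stably expressing Vif and C-terminally eYFP-tagged A3G, seeded overnight at 37 deg C, then exposed to compound by pintool overnight at 37 deg C. Rise in yellow fluorescence (Ex 488/Em 500-530, Acumen) marks blocked Vif-driven A3G degradation.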
Numbers without * were called inactive; ? = inconclusive; · = no result given; & = joins results of further samples; [ ] = remark or other dose. Unless noted, calls come from the whole dose curve; as a rule, active = well fitted curve in the direction sought with a large enough effect; inconclusive = small, poorly fitted or top-dose-only effect, or another doubt; inactive = no such curve, though single readings can be large; an effect the other way counts as inactive or inconclusive. Only part of the results is shown; count on the stated rates, not on these rows.

SMILES | TrxR1 substrate | IDH1 R132H inh | TrxR1 inh | Vif-A3F inh | LDHA inh | GRP78 ERSR act | USP1 inh | RGS4 inh | Vif-APOBEC3G blk
Cc1ccccc1OCCC(=O)OCC(=O)NC(C)c1ccccc1 (stereo not given) | -6% | 7% | -7% | -20% | -7 | -2% | -18% | -16% | 2%
CC(CN1CCC(n2nccc2NC(=O)c2ccccc2Cl)CC1)c1ccccc1 (stereo not given) | -2% | 5% | -6% | -1% | -4 | -4% | -6% | -8% | -1%
CCOC(=O)/C(=C/C=C/c1ccccc1)NC(=O)c1ccccc1 | 12% | 6% | 27%[57.1 µM] | 7% | -9 | -1% | 3% | -16% | -7%
c1cn2c(NC3CCCCC3)c(-c3ccc(SC4CCCCC4)cc3)nc2cn1 | 20%[57.1 µM] | 2% | -6%[57.1 µM] | -6% | 2 | 0% | -9% | 7% | -8%
CCOc1ccc(NC(=O)C/C(C)=N/NC(=O)Cc2cccs2)cc1 | -3% | 0% | -6% | 7% | -9 | 5% | -17% | 20% | -4%
O=C(COc1ccccc1F)Nc1nnc(-c2ccncc2)s1 | 81%[activator] | 6% | -9% | -9% | -5 | -5% | -15% | -7% | -10%
Brc1cccc(-c2cnn3c(-c4ccccc4)cc(-c4ccccc4)nc23)c1 | 5% | -6% | 17% | -3% | -5 | -1% | ? | -4% | -3%
CN1CCN(C(=O)C2=C[C@H](c3ccc4c(c3)OCO4)C[C@H](OCc3ccc(CO)cc3)O2)CC1 | 12%[57.1 µM] | -25% | 11%[57.1 µM] | 3% | -13 | -7% | -11% | 0% | -5%
Nc1c(-c2nc(-c3cccs3)no2)nnn1-c1ccccc1Cl | 4% | 10% | 20% | 0% | -7 | -3% | -12% | -18% | 4%
CC(=O)Nc1cccc(NC(=O)C(=O)NCC(c2ccco2)N2CCc3ccccc3C2)c1 (stereo not given) | -6% | 1% | 2% | 6% | -2 | -3% | -12% | -11% | -4%
O=C(/C=C/c1ccccc1)NCC(=O)N/N=C/c1cccs1 | -6% | -7% | 1% | -11% | -2 | -4% | -26% | 2% | -7%
CCOc1ccc(-c2cc(C(=O)NCCc3ccc(OC)c(OC)c3)c3c(-c4ccc(F)cc4)[nH]nc3n2)cc1 | 16%[57.1 µM] | -16% | 14%[57.1 µM] | -27% | -10 | 14% | -18% | -1% | ?
CCCC1=Nc2cc(C(=O)NCCN3CCOCC3)ccc2Sc2ccccc21 | -6% | 0% | -19% | 2% | -5 | -10% | -14% | 26%[11.4 µM] | 0%
COc1ccccc1N1CCN(C(=O)CCCn2c(=O)[nH]c3ccsc3c2=O)CC1 | -6% | -4% | 9% | -13% | -9 | -4% | -9% | 15% | 1%
O=C(Cn1sc2ccccc2c1=O)Nc1ccc(Br)cc1 | · | 4% | · | ? | -13 | -1% | -27% | · | 4%
Cc1[nH]c2ccccc2c1/C=N/Nc1ccc([N+](=O)[O-])cc1S(=O)(=O)Nc1ccc(Cl)cc1 | -7% | -1% | -18% | ? | -2 | -3% | -6% | 21% | -8%
COc1ccc(NC(=O)N2CCCc3cc(C)ccc32)c(OC)c1 | 3% | 5% | 3% | 4% | 4 | -5% | -20% | -28% | 0%
O=C(NCC(=O)N1CCN(c2ccccc2F)CC1)c1ccco1 | -10% | -6% | -17% | -3% | -9 | -1% | -22% | 21% | -7%
NC(=O)c1ccc(-c2ccccc2F)cc1 | 2% | -1% | 10% | 0% | -1 | 0% | -22% | 7% | -4%
CCOC(=O)c1nnn(-c2nc(OC)nc(N(C)C)n2)c1-c1ccccc1 | 15% | 2% | 9% | · | -13 | 1% | -13% | -12% | -3%
CN1/C(=C/C(=O)C2CCC2)Sc2ccccc21 | -9% | -4% | -3% | -3% | -6 | 6% | -9% | -21% | 1%
CN(C)CCNC(=O)Cn1c(=O)c2cccn2c2ccc(F)cc21 | -1% | -3%&13% | 0% | -5%&-2% | -2&4 | 0%&-1% | -11%&-6% | -1%&-8% | -3%&9%
CC1CN(C(=O)c2ccc(S(=O)(=O)Nc3ccccc3Cl)cc2)CC(C)O1 (stereo not given) | 3% | 3% | 3% | -3% | -1 | -4% | 0% | 23% | 0%
CCOCCCNC(=S)N1CCN(Cc2ccco2)CC1 | 4% | 0% | 3% | -5% | -20 | 1% | -18% | -16% | -1%
CCCCOC(=O)C1CN(c2ccccc2)N=C1C(=O)OCC (stereo not given) | 11% | 6% | -10% | -22% | 4 | -3% | -15% | 0% | -4%

Part of the list above in order of molar mass, rising.
SMILES | TrxR1 substrate | IDH1 R132H inh | TrxR1 inh | Vif-A3F inh | LDHA inh | GRP78 ERSR act | USP1 inh | RGS4 inh | Vif-APOBEC3G blk
NC(=O)c1ccc(-c2ccccc2F)cc1 | 2% | -1% | 10% | 0% | -1 | 0% | -22% | 7% | -4%
O=C(NCC(=O)N1CCN(c2ccccc2F)CC1)c1ccco1 | -10% | -6% | -17% | -3% | -9 | -1% | -22% | 21% | -7%
Nc1c(-c2nc(-c3cccs3)no2)nnn1-c1ccccc1Cl | 4% | 10% | 20% | 0% | -7 | -3% | -12% | -18% | 4%
CCOc1ccc(NC(=O)C/C(C)=N/NC(=O)Cc2cccs2)cc1 | -3% | 0% | -6% | 7% | -9 | 5% | -17% | 20% | -4%
CCOC(=O)c1nnn(-c2nc(OC)nc(N(C)C)n2)c1-c1ccccc1 | 15% | 2% | 9% | · | -13 | 1% | -13% | -12% | -3%
Brc1cccc(-c2cnn3c(-c4ccccc4)cc(-c4ccccc4)nc23)c1 | 5% | -6% | 17% | -3% | -5 | -1% | ? | -4% | -3%
Cc1[nH]c2ccccc2c1/C=N/Nc1ccc([N+](=O)[O-])cc1S(=O)(=O)Nc1ccc(Cl)cc1 | -7% | -1% | -18% | ? | -2 | -3% | -6% | 21% | -8%

New compounds follow
SMILES | TrxR1 substrate | IDH1 R132H inh | TrxR1 inh | Vif-A3F inh | LDHA inh | GRP78 ERSR act | USP1 inh | RGS4 inh | Vif-APOBEC3G blk
C#CCNC(=O)C1=C[C@H](C(C)(C)C)C[C@H](OCCCCO)O1 | 9%[57.1 µM] | -5% | 4%[57.1 µM] | 1% | 4 | -4% | 13% | 8% | 2%
CCOc1ccccc1N(CC(=O)Nc1cccnc1)S(=O)(=O)c1ccc(C)cc1 | -3%[57.1 µM] | 0% | 3%[57.1 µM] | 13% | 0 | -2% | -15% | 23% | -3%
Cc1cccc(N(Cc2ccccc2)C(=O)c2cc(S(=O)(=O)N3CCOCC3)ccc2Cl)c1 | -8% | -3% | -3% | -4% | -5 | -1% | -23% | -12% | -3%
COc1ccc(-n2c(-c3ccccc3)cc3c2CCCC3=O)cc1 | -10% | -29% | -7% | ? | -2 | -3% | ? | 15% | ?
NS(=O)(=O)c1ccc(-n2nncc2-c2ccco2)cc1 | 11% | 1% | -19% | 2% | -17 | -4% | -16% | -7% | -3%
CCOC(=O)c1sc(/N=C/c2c(O)ccc3ccccc23)cc1C | -15% | 13% | -16% | -6% | 25 | -2% | -17% | -46% | 0%
COc1cc(C(=O)Nc2ccc(C(=O)c3cccs3)cc2)cc(OC)c1OC | -3% | 3% | 14% | -22% | 0 | -2% | -16% | -1% | -15%
O=C(NNC(=S)NC1CC2C=CC1C2)c1cccnc1 (stereo not given) | -2%[57.1 µM] | 3% | -3%[57.1 µM] | -11% | -2 | 1% | 7% | -27% | -4%
Cc1ccc(S(=O)(=O)N2CCN(C(=O)COC(=O)CNC(=O)c3ccc(Cl)cc3Cl)CC2)c(C)c1 | -1% | -5% | 18% | -8% | -10 | -4% | -23% | -4% | 3%
Cc1ccc(-c2nc3cc(NC(=O)c4cc(Br)ccc4Cl)ccc3o2)cc1 | 0% | · | 4% | · | -3 | · | -22% | 12% | ·
CC(=O)c1ccc(S(=O)(=O)Nc2ccc(C(=O)NCC(c3cccs3)N3CCOCC3)cc2)cc1 (stereo not given) | -1% | 6% | -26% | 5% | -1 | -3% | -14% | -1% | 0%
COc1ccccc1/C=C/C=N/n1c(-c2ccccn2)n[nH]c1=S | -8% | 12% | -20% | -18% | -1 | -2% | -21% | -13% | -4%
N#CC(C#N)=c1ccc2c(c1)N1C(c3ccccc3)=CC(c3ccccc3)C3CCCCC31N=2 (stereo not given) | -1% | 5% | 3% | -23% | -1 | -3% | -21% | -31% | -4%
CCOc1ccc(NCc2cccn2-c2nnc(N3CCC(C(=O)NCCCN4CCCCC4C)CC3)s2)cc1 (stereo not given) | 0% | -5% | 6% | -3% | 4 | -7% | -22% | -4% | -1%
CCOc1ccccc1N1CCN(C(=O)c2ccc3c(c2)OCO3)CC1 | -4% | 8% | -1% | -19% | -3 | -5% | -4% | -7% | -16%
CCCCOc1ccc(CN=C(N)N)cc1Cl | -2% | 0% | 23% | 4% | -2 | -2% | -5% | 8% | 5%

High-throughput results as filed in PubChem.
